Assay outcomes from PubChem BioAssay.
ALOX12 inh: ALOX12 (human) lipoxygenase inhibition. P18054. 580,000 tested, 1.1% active. Potency, µM (top dose mostly 108 µM), for inactives: at the highest dose activity change, negative = inhibition, most hits filed as inhibitors. AID 1671190. purified 12hLO, xylenol orange hydroperoxide absorbance; note: % is set by controls: 0 for no effect and ±100 for the full control effect
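Hydroperoxide product was detected by ferrous iron/xylenol orange as the 573 to 405 nm absorbance ratio. Arachidonic acid at 40 uM (final) was turned over for 30 min at room temperature by 150 nM human 12hLO, pH 7.0 Hepes buffer, after 15 min compound preincubation.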
Vif-APOBEC3F blk: blocks the Vif interaction with APOBEC3F | AID 602313 | Potency, µM (highest dose often 46.1 µM), for inactives: at the top dose activity, negative = active | 390,000 tested, 0.2% active | HeLa A3F-eYFP + Vif (tagged APOBEC3F with the HIV-1 protein that degrades it), YFP fluorescence increase; note: % of control where 0% means no effect; nearly all actives have a fitted effect of over 65% in size
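HeLa cells stably expressing Vif plus C-terminally eYFP-tagged A3F were seeded, incubated overnight at 37 deg C, dosed with compound, incubated overnight again at 37 deg C. Yellow fluorescence (Ex 488/Em 500-530) reported blocked Vif-mediated A3F-eYFP degradation.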
USP1 inh: blocks the human USP1/UAF1 deubiquitinase complex. O94782. recombinant USP1/UAF1, Ub-Rhodamine cleavage fluorescence. Potency, µM (top dose mostly 57.1 µM), for inactives: at the highest dose activity change, negative = inhibition, hits mostly inhibitors. 390,000 tested, 0.23% active. AID 743255; note: % is set by controls: 0 for no effect and ±100 for the full control effect; nearly all actives have a fitted effect of over 60% in size; inactives centre near -12
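In this screen, compounds sit with the deubiquitinase complex (1nM) for 15 min at room temperature before Ub-Rho is added at 150nM final. Fluorescence rise is then followed for 6 reads every 60 seconds.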
RXFP1 agonist: agonists of human relaxin receptor RXFP1; Q9HBX9; HEK293T-RXFP1 cAMP TR-FRET, 30 min; response scale: percent of porcine relaxin response, buffer zero; Potency, µM (top dose mostly 57.5 µM), for inactives: at the highest dose activation, usual class: activators; 370,000 tested, 0.3% active; AID 2676; note: % is set by controls: 0 for no effect and ±100 for the full control effect; nearly all actives have a fitted effect of over 60% in size; many of its hits are not listed in these tables
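HEK293 cells stably expressing RXFP1, treated 30 min at 37C with compounds plus PDE4 inhibitor Ro 20174; cAMP measured by HTRF TR-FRET. Normalized to buffer and 29 nM porcine relaxin; EC50 by Hill fit.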
RGS4 inh: inhibitors of human regulator of G protein signaling 4 | P49798 | Transcreener GDP fluorescence polarization, RGS4-accelerated GTP hydrolysis | Potency, µM (series often up to 114 µM), inactives show top-dose activity change, negative = inhibition, most hits filed as inhibitors | 390,000 tested, 0.039% active | AID 504845; note: % is set by controls: 0 for no effect and ±100 for the full control effect; nearly all actives have a fitted effect of over 75% in size; some results filed as inactive show a strong effect at the top dose
Target sequence (P49798 whole entry, looked up): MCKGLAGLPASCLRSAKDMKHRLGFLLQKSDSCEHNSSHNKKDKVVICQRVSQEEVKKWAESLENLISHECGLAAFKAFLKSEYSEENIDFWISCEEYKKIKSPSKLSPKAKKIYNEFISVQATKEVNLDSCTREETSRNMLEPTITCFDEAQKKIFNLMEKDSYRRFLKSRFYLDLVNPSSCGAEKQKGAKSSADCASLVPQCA
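MLSMR compounds (23 nl, pin-transferred) preincubated 10 min at room temperature with a 500nM (2x) first reagent, then RGS4 at 900nM (2x) plus Transcreener GDP mix added; fluorescence polarization (620/688 nm) read before and after 90 min at 30 °C.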
mIDH1 inhibitor: blocks human mutant IDH1 R132H enzyme. AID 602179. IDH1-R132H enzyme, NADPH consumption, diaphorase/resazurin fluorescence. O75874. 390,000 tested, 0.093% active. Potency, µM (top dose mostly 76.6 µM), inactives show top-dose activity change, negative = inhibition, hits mostly inhibitors; note: % is set by controls: 0 for no effect and ±100 for the full control effect; nearly all actives have a fitted effect of over 65% in size
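IDH1-R132H (0.5 ug/mL) preincubated 30 min with compound, then NADPH (0.016 mM) and alpha-KG (2 mM) added; 80 min at RT, pH 7.5. Remaining NADPH coupled via diaphorase/resazurin to fluorescence (540/590 nm); concentration-response curves normalized to no-enzyme control.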
Vif-APOBEC3G blk: Vif-A3G binding inhibition; HeLa A3G-eYFP + Vif (tagged APOBEC3G with the HIV-1 protein that degrades it), YFP fluorescence, overnight; Potency, µM (titrated, usually from 46.1 µM), for inactives: top-dose activity, negative = active, hits mostly inhibitors; 410,000 tested, 0.076% active; AID 602310;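 note: % is set by controls: 0 for no effect and ±100 for the full control effect; nearly all actives have a fitted effect of over 60% in size; hits raise eYFP signal because A3G escapes Vif-driven loss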
Target sequence (Q9HC16 whole entry, looked up): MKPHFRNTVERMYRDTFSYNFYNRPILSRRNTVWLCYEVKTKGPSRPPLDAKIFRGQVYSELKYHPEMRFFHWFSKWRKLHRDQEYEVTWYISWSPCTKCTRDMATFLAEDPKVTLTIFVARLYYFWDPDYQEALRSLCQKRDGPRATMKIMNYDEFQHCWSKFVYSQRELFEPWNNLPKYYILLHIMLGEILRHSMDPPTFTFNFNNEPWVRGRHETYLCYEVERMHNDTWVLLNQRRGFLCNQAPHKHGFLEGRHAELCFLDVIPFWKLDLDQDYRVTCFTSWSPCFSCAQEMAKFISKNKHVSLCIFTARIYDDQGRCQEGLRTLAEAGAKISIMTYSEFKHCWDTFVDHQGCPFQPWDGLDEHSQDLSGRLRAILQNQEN
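HeLa cells stably expressing Vif and C-terminally eYFP-tagged A3G, seeded overnight at 37 deg C, then exposed to compound by pintool overnight at 37 deg C. Rise in yellow fluorescence (Ex 488/Em 500-530, Acumen) marks blocked Vif-driven A3G degradation.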
rTrxR1 inhibitor: rat TrxR1 inhibition | O89049 | recombinant rTrxR1, NADPH fluorescence consumption, selenite substrate | Potency, µM (top dose mostly 114 µM), for inactives: at the highest dose activity change, negative = inhibition, hits mostly inhibitors | 390,000 tested, 1% active | AID 588453; note: % is set by controls: 0 for no effect and ±100 for the full control effect; nearly all actives have a fitted effect of over 65% in size
Target sequence (O89049 whole entry, looked up): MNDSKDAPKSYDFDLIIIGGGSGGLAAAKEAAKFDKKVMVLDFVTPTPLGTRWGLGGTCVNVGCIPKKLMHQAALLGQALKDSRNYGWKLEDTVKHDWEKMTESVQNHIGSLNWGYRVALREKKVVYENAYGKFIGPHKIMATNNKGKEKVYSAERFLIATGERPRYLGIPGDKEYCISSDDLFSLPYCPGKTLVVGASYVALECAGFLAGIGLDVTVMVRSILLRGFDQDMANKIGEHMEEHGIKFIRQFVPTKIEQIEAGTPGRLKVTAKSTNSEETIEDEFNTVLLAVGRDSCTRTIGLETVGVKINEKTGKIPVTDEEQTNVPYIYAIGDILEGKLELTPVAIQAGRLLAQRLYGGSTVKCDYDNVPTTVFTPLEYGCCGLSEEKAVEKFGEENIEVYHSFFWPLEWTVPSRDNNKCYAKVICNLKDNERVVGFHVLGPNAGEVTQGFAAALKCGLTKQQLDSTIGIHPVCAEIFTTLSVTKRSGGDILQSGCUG
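Rat TrxR1 (90 nM in the dispensed reagent) was pre-reduced with 400 uM NADPH for 5 min at room temperature, then incubated with compound for 15 min. After 400 uM selenite was added, NADPH fluorescence (Ex 340/Em 450 nm) was followed for 8 min.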
TrxR1 substrate: rat thioredoxin reductase 1 substrate activity. O89049. Potency, µM (titrated, usually from 114 µM), without a hit: at the highest dose activity change, negative = substrate turnover. purified TrxR1 substrate turnover, NADPH consumption readout. 390,000 tested, 0.01% active; note: % is set by controls: 0 for no effect and ±100 for the full control effect; nearly all actives have a fitted effect of over 50% in size
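Rat TrxR1, dispensed at 90 nM, was prereduced with 400 uM NADPH (final) for 5 min at ~22 deg C, then incubated with compound 15 min before 400 uM selenite. A first-read NADPH fluorescence drop versus no-compound background flagged substrates.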
An asterisk follows results filed as active; ? = inconclusive; · = not tested or not shown; [ ] = dose if it differs, or a comment. Calls come from the whole dose curve; as a rule, active = well fitted curve in the direction sought with a large enough effect; inconclusive = small, poorly fitted or top-dose-only effect, or another doubt; inactive = no such curve, though single readings can be large; an effect the other way counts as inactive or inconclusive. Potency is the fitted concentration of half-maximal effect. A portion of the library; the hit share may differ from the screen's.

SMILES	ALOX12 inh	Vif-APOBEC3F blk	USP1 inh	RXFP1 agonist	RGS4 inh	mIDH1 inhibitor	Vif-APOBEC3G blk	rTrxR1 inhibitor	TrxR1 substrate
CC(C)NC(=S)N1CCn2c(nc3ccccc32)C1	5%	-2%	-14%	0.5%	12%	1%	-1%	2%[57.1 µM]	8%[57.1 µM]
N/C(=N\OC(=O)c1ccc(Cl)cc1)c1ccc(Cl)cc1	85%[activator]	4%	-16%	-1.6%	3%	-2%	-7%	3%[57.1 µM]	-4%
O=C(NCc1ccc2c(c1)CCN2C(=O)c1ccc(F)cc1)c1cc2ccccc2[nH]1	-23%	5%	-18%	2.9%	-29%	-1%	3%	12%[57.1 µM]	1%[57.1 µM]
NNC(=O)CNS(=O)(=O)c1ccc([N+](=O)[O-])cc1	-9%	7%	-6%	-2.9%	11%	-9%	0%	7%[57.1 µM]	0%[57.1 µM]
CC1CCc2[nH]c3ccc(C(=O)NCCCOC(C)C)cc3c2C1 (stereo not drawn)	24%	2%	-30%	-0.3%	9%	4%	0%	2%	0%
O=c1[nH]c(CN2CCN(S(=O)(=O)/C=C/c3ccccc3)CC2)nc2ccccc12	1%	-9%	-28%	0.6%	19%	-1%	-8%	10%	0%
COCCN(C(=O)COC(=O)C1(C)CC1(Cl)Cl)c1c(N)n(Cc2ccccc2)c(=O)[nH]c1=O (stereo not drawn)	-5%	-13%	-16%	1.3%	-6%	2%	0%	7%	2%
CC(=O)Nc1ccc(-c2csc(NC(=O)C3CSC4(C)CCC(=O)N34)n2)cc1 (stereo not drawn)	-8%	-23%	-11%	2.2%	-21%	1%	-2%	7%	6%
COc1ccc(-n2ccn(Cc3ccc(C)cc3)c(=O)c2=O)cc1OC	-27%	-1%	12%	-0.9%	2%	-13%	5%	36%[11.4 µM]	-13%
Cc1ccc(C(C)C)c(OCCN)c1	-4%	-3%	-19%	-0.3%	20%	17%	0%	10%	7%

Given with two lines to a compound: entries from further up
The line under a structure holds: ALOX12 inh, Vif-APOBEC3F blk, USP1 inh, RXFP1 agonist, RGS4 inh, mIDH1 inhibitor, Vif-APOBEC3G blk, rTrxR1 inhibitor, TrxR1 substrate
- CC(C)NC(=S)N1CCn2c(nc3ccccc32)C1
  5%, -2%, -14%, 0.5%, 12%, 1%, -1%, 2%[57.1 µM], 8%[57.1 µM]
- N/C(=N\OC(=O)c1ccc(Cl)cc1)c1ccc(Cl)cc1
  85%[activator], 4%, -16%, -1.6%, 3%, -2%, -7%, 3%[57.1 µM], -4%
- O=C(NCc1ccc2c(c1)CCN2C(=O)c1ccc(F)cc1)c1cc2ccccc2[nH]1
  -23%, 5%, -18%, 2.9%, -29%, -1%, 3%, 12%[57.1 µM], 1%[57.1 µM]
- NNC(=O)CNS(=O)(=O)c1ccc([N+](=O)[O-])cc1
  -9%, 7%, -6%, -2.9%, 11%, -9%, 0%, 7%[57.1 µM], 0%[57.1 µM]

(further entries)
SMILES	ALOX12 inh	Vif-APOBEC3F blk	USP1 inh	RXFP1 agonist	RGS4 inh	mIDH1 inhibitor	Vif-APOBEC3G blk	rTrxR1 inhibitor	TrxR1 substrate
COc1ccc(CCCN2CCC(CN3CCNC(=O)C3=O)CC2)cc1OC	-8%	2%	-20%	·	16%	1%	3%	20%	3%
O=C(COC(=O)c1cc(Cl)ccc1O)NNC(=O)c1ccccc1F	8%	11%	-13%	·	12%	6%	0%	23%[11.4 µM]	11%[11.4 µM]
Cc1cc(C)cc(NC(=O)N2CCC(c3nc4ccccc4o3)CC2)c1	0%	6%	0%	-1.0%	1%	12%	1%	5%	-1%
O=C(CN(C(=O)c1csnn1)c1ccc(Cl)cc1)NC1CCCC1	10%	-5%	1%	3.0%	-9%	0%	1%	8%	-5%
COC(=O)CN1C(=O)CSc2ccc(S(=O)(=O)Nc3c(C)cc(C)cc3C)cc21	-27%	1%	-3%	-0.5%	14%	-13%	-5%	8%	-5%
Cc1ccc(CN2CCN(C3CCCC3)C(CCO)C2)s1 (stereo not drawn)	8%	21%	-19%	-2.9%	18%	-9%	1%	-11%	-11%
Cc1nc2ccc(F)cc2cc1C(=O)NCc1ccco1	3%	-5%	-11%	0.5%	-38%	4%	-5%	8%[57.1 µM]	0%[57.1 µM]
O=C1/C(=C/c2ccccc2)Oc2cc(OC(=O)N3CCOCC3)ccc21	-19%	-12%	-11%	-0.2%	-44%	1%	0%	-9%	-1%
CCOc1cc(C(=O)N/N=C/c2ccsc2)cc(OCC)c1OCC	-10%	1%	-3%	0.1%	-3%	2%	?	-2%	-1%
CCOC(=O)Cc1csc(NC(=O)c2cccs2)n1	-6%	-14%	-20%	0.4%	-17%	3%	0%	1%	-5%
Cc1nnc(NC(=O)c2csc3c2CCC(C)C3)s1 (stereo not drawn)	-1%	2%	-20%	0.6%	9%	11%	10%	24%	3%
CCOC(=O)c1c(C)n(C)c2ccc(OC)c(NC(=O)CCN3CCC(Cc4ccccc4)CC3)c12	0%	1%	-21%	2.7%	-7%	-4%	-1%	24%	4%
COc1ccc(CNC(=O)CN2C(=O)NC3(CCCCCCC3)C2=O)cc1	2%	1%	2%	·	50%	0%	-4%	9%	2%[57.1 µM]
Cc1ccccc1NC(=O)c1sc(Cl)nc1-c1ccccc1	10%	·	-10%	2.8%	9%	-1%	-15%	5%	-7%
CC1CC(=O)N(CC(=O)NCc2ccc3c(c2)OCO3)c2ccccc2S1 (stereo not drawn)	-23%	-10%	0%	1.3%	21%	5%	1%	-15%	-14%
O=C(COC(=O)Cn1[nH]c(=O)c2ccccc2c1=O)NNC(=O)c1ccccc1	18%	-3%	-5%	1.2%	-30%	-4%	0%	21%	3%
CC(/C=C1\SC(=S)N(CCCC(=O)Nc2ccc(C(=O)O)cc2)C1=O)=C\c1ccccc1	45µM*	2%	-26%	0.8%	-33%	7%	-7%	-28%	-9%
COC(=O)[C@H](Cc1ccc(O)cc1)NC(=O)Cn1cnc2c(OCc3ccccc3)ncnc21	16%	4%	-13%	·	-1%	-5%	-2%	0%	-4%
CCc1ccc(NC(=O)Nc2cc(C(=O)O)ccc2N2CC3CC(C2)c2cccc(=O)n2C3)cc1 (stereo not drawn)	2%	1%	-8%	0.4%	-4%[56.9 µM]	0%	-1%	20%[57.1 µM]	3%[57.1 µM]
COc1ccc(C(=O)NCC(c2ccc3c(c2)OCO3)N2CCN(c3ccc(OC)cc3)CC2)cc1 (stereo not drawn)	-10%	-3%	-22%	0.5%	-39%	2%	7%	6%	-3%
COc1ccc(-c2csc(=Nc3c(C)n(C)n(-c4ccccc4)c3=O)n2C(C)(C)C)cc1	6%	-6%	-3%	-4.6%	-6%	0%	-1%	16%	9%
CCOC(=O)Oc1c(OC)cc(C(=O)O[C@@H]2C[C@@H]3CN4CCc5c([nH]c6cc(OC)ccc56)[C@H]4C[C@@H]3[C@H](C(=O)OC)[C@H]2OC)cc1OC	?	?	-17%	0.0%	-37%	5%	-25%	-15%	2%
Cc1ccsc1C(=O)Nc1ccc2c(c1)OCCO2	-29%	-5%	1%	0.7%	20%	8%	-7%	-8%	-8%
CC1CC(C)(C)CC2(C1)NC(=O)N(CC(=O)Nc1ccc3c(c1)OCO3)C2=O (stereo not drawn)	-5%	1%	?	·	·	6%	1%	·	·
CCOC(=O)C1(Cc2cccc(Cl)c2)CCCN(CCO)C1 (stereo not drawn)	?	0%	-9%	3.2%	-10%	4%	0%	0%	4%
COc1ccc(-c2oc3ncnc(NCCCN4CCOCC4)c3c2-c2ccc(OC)cc2)cc1	-33%	-4%	-16%	13%	-6%	-6%	2%	17%	169%[activator]
Cc1cccc(NC(=O)NCc2cccnc2)c1C	·	-10%	-3%	-0.7%	33%	-1%	0%	8%	-3%
Cc1ccc2nc(N(CCN(C)C)C(=O)c3ccc4ccccc4c3)sc2c1	·	2%	-23%	-2.7%	-9%	0%	-7%	12%	-2%
CCC1=C(OC(=O)N(CC)CC)N2C(=O)OC(=NCC(=O)OC)[C@]2(Cc2ccccc2)[C@H]2C1=CC[C@H]1C(=O)NC(=O)[C@H]12	?	6%	-9%	1.8%	11%	-2%[38.3 µM]	1%	-2%	-2%
O=C1CCCC2=C1C(c1ccc(Cl)cc1)N=C(Nc1nc3ccccc3o1)N2 (stereo not drawn)	·	·	·	·	14%	·	-2%	16%	32%
CC1=C(C)CC(C(=O)NC2CCCC2)C(C(=O)O)C1 (stereo not drawn)	-13%	6%	-7%	1.4%	-10%	9%	-10%	5%	-1%
CCN(C[C@H]1N[C@@](Cc2ccccc2)(C(=O)OC)[C@H]2C(=O)N(C)C(=O)[C@@H]12)C(=O)c1ccc(C(C)(C)C)cc1	?	-6%	-26%	·	-5%	-5%[38.3 µM]	-2%	-9%	-6%
CC(C)=CC(=O)Nc1nnc(C(C)C)s1	-12%	0%	-4%	-2.0%	-13%	9%	1%	-2%	-3%
O=C(CSc1nnc(NC(=O)c2c(F)cccc2F)s1)NCC1CCCO1 (stereo not drawn)	-4%	-5%	-22%	0.1%	-10%	-4%	-1%	0%	-6%
Clc1ccc2nc(-c3cccs3)c(Nc3ccc4c(c3)OCCO4)n2c1	-15%	-8%	-19%	6.2%	-1%	-8%	-4%	-7%	-7%
CC(C)(C)OC(=O)NCCCCCNC(=O)c1[nH]cnc1C(=O)Nc1cc(Br)ccc1F	0%	-15%	-23%	·	·	3%	-1%	·	·
